Tb hexokinase = blocks Trypanosoma brucei hexokinase 1 activity | recombinant TbHK1, G6PDH-coupled NADH A340 | inhibition, % at 10 µM | 220,000 tested, 0.11% active | AID 1430;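 active means inhibition of 50% or more in the single-dose primary screen; inactive means inhibition below 50%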
BaF3 tox = reduces parental Ba/F3 cell viability, JAK2V617F counter-screen; CellTiter-Glo ATP luminescence; inhibition, % at 5.6 µM; 220,000 tested, 1.1% active; AID 1486;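 active means inhibition above a per-campaign cutoff, the mean inhibition of all tested compounds plus 3 SD, cut at about 27% in these data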;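 further: 0% = DMSO wells and 100% = JAK Inhibitor I control wells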
p97 ATPase inh = inhibitors of human p97 ATPase; P55072; recombinant p97 ATPase, Kinase-Glo ATP luminescence, 3 h; inhibition, % at 8 µM; 220,000 tested, 0.42% active; in the data active means inhibition above about 15%;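 further: 0% = DMSO vehicle and 100% = wells lacking enzyme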
Target sequence (P55072 whole entry, looked up): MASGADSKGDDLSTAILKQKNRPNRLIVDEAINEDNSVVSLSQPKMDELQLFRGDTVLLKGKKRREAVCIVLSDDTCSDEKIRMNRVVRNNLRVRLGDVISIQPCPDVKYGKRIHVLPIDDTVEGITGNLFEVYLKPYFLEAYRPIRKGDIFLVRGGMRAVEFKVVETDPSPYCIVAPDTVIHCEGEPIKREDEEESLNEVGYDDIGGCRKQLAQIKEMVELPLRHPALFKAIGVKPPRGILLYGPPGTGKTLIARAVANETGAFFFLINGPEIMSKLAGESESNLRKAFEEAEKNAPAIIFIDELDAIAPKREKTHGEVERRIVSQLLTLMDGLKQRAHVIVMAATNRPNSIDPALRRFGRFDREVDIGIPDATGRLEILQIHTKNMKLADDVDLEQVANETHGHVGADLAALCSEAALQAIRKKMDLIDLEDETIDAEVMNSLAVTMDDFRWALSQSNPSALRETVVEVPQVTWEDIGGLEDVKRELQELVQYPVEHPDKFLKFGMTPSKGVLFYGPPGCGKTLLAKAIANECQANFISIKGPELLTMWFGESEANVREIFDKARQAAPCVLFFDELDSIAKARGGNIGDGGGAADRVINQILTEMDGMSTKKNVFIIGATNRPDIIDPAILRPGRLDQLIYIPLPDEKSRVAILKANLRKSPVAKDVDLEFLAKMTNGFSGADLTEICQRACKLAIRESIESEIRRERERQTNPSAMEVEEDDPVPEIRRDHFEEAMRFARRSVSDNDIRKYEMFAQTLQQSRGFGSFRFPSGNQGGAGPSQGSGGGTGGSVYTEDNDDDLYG
RBBP9 inh = blocks human serine hydrolase RBBP9. 220,000 tested, 0.2% active. inhibition, % at 7.94 µM. O75884. recombinant RBBP9, FP-Rh probe fluorescence polarization;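 active means inhibition above the campaign mean of all tested compounds plus 3 SD, cut at about 14% in these data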;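 further: plate controls were DMSO wells with RBBP9 for no effect and wells lacking RBBP9 protein for full effect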
Target sequence (O75884 whole entry, looked up): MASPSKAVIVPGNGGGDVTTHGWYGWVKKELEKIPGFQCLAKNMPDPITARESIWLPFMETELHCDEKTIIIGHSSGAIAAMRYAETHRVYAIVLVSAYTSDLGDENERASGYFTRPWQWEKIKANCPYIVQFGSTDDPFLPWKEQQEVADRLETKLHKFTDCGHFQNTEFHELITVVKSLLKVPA
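system = RBBP9 protein | input = RBBP9 at 2.5 µM in dispensed solution, before mixing | measured by = fluorescence polarization (mP), excitation 525 nm, emission 598 nm | incubation = enzyme-compound preincubation 30 min, then probe labeling 45 min, 25 °C | buffer or medium = Tris-NaCl-Pluronic buffer, pH 8.0 | compound = single dose 7.94 µM | also added = FP-Rh probe, 375 nM dispensing solution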
p47phox inh = p47phox (human) inhibition; p47phox/p22phox peptide binding, fluorescence polarization, 2 h; inhibition, % at 24.7 µM; 220,000 tested, 0.53% active; AID 1274;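 active means inhibition above about 30%, limit read from the data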;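 further: 0% = p47phox with labelled peptide and 100% = labelled peptide alone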
Ba/F3 V617F tox = loss of viability in JAK2V617F-driven Ba/F3 cells | Ba/F3 EpoR-JAK2V617F viability, ATP luminescence | inhibition, % at 5.6 µM | 220,000 tested, 1.1% active | AID 1446;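 active means inhibition above the campaign mean plus 3 SD over all tested compounds, cut at about 24% in these data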;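 further: cytokine-independent growth of Ba/F3 cells driven by EpoR plus mutant JAK2; 0% = DMSO-treated cells and 100% = JAK inhibitor I control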
PGE2 EP2 inh = inhibitors of human EP2 prostaglandin E2 receptor; AID 1422; 260,000 tested, 0.52% active; C6 glioma cells expressing human EP2, cAMP TR-FRET; cells stimulated with saturating PGE2; inhibition, % at 25 µM;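 active means percent inhibition above 40 after rounding to a whole number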;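 further: rat C6 glioma host cells with rolipram phosphodiesterase inhibitor present; the protocol text gives 20 µM as final concentration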
Furin inhibitor = blocks human furin protease activity. inhibition, % at 30 µM. purified furin, fluorogenic substrate cleavage. AID 463115. P09958. 220,000 tested, 0.061% active; in the data active means inhibition above about 25%; further: inactives centre near -15
PPC-1+TRAIL kill = kills PPC-1 cancer cells in the presence of TRAIL. 220,000 tested, 0.41% active. AID 1443. cell killing (% activity), % at 4 µM. PPC-1 cells + TRAIL, ATPLite viability luminescence;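 active means cell killing above 50% in the first pass at 4 µM, then a duplicate retest at 5 µM averaging 50% or more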;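 further: plate controls were cells with TRAIL plus DMSO for no effect and medium-only wells lacking cells for full effect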
* hit, by the source's call; / = not tested or not shown; [ ] = another dose, or the depositor's remark.

SMILES	Tb hexokinase	BaF3 tox	p97 ATPase inh	RBBP9 inh	p47phox inh	Ba/F3 V617F tox	PGE2 EP2 inh	Furin inhibitor	PPC-1+TRAIL kill
O=C(CNC(=O)c1ccc(-c2ccccc2)cc1)OCc1c(F)cccc1Cl	-0.2	5.1	5.1	3.3	-0.2	1.1	6.9	-28.2	7.7
OC(COC(c1ccccc1)c1ccccc1)CN1CCCCC1 (stereo unspecified)	-1.1	7.8	-3.6	-11.4	-3.1	1.3	12.4	-20.2[20 µM]	4.5
c1ccc2c(c1)OCC(c1nnc3sc(-c4cnccn4)nn13)O2 (stereo unspecified)	3.2	3.0	0.3	1.0	-14.4	-1.6	5.6	-23.4[20 µM]	12.0
CC(Sc1nc2ccccc2s1)C(=O)NCc1ccc2c(c1)OCO2 (stereo unspecified)	0.6	3.1	3.9	-6.0	-11.8	-3.4	2.6	-17.9	-4.5
O=C(O)CCCC(=O)Nc1nc2n(n1)C(c1ccc(F)cc1)CC(c1ccc(Cl)cc1)N2 (stereo unspecified)	18.8	0.5	-6.1	-5.2	5.3	4.1	3.1	-3.4	21.3
COCCn1c(-c2ccc(OC)cc2)cnc1SCC(=O)Nc1ccc(OC)cc1OC	-6.4	-2.7	-2.3	-3.0	-5.4	-3.0	7.1	-23.9	18.2
CCN1CCN(c2ncc(C(=O)Nc3cc(Cl)c(OC)cc3OC)c3ccccc23)CC1	-27.2	7.2	-1.1	-4.0	-15.2	-0.9	9.2	-8.8	10.8
COc1ccc(CCC(=O)N2CCCSC2=Nc2ccc(C(C)=O)cc2)cc1	-6.2	2.6	-1.1	-6.0	-6.8	2.5	15.4	-19.4	13.5
O=C(NCCN1CCOCC1)c1c[nH]c2ccc(S(=O)(=O)N3CCOCC3)cc2c1=O	-12.9	3.8	1.0	-9.9	-3.7	2.7	12.7	-24.7	-3.0
O=c1c2ccccc2nc(/C=C/c2cccc([N+](=O)[O-])c2)n1CCCO	-15.5	6.7	1.6	-1.4	/	1.4	9.5	-14.5[20 µM]	/
COc1ccc(N(CC(=O)Nc2cccnc2)S(C)(=O)=O)cc1	-5.3	1.9	4.0	2.2	0.4	-4.4	4.6	-13.6	17.3
CCOC(=O)CSC1=N/C(=C\c2ccc(OC)c(OC)c2)C(=O)N1C	-10.2	7.6	-3.8	-11.7	-13.4	1.7	3.4	6.5	13.1
Cc1sc2nc(SCC(=O)NCCO)n(C)c(=O)c2c1C	-14.1	5.4	0.6	4.8	-11.9	1.3	6.5	-17.2[20 µM]	-15.7
COc1ccccc1NC(=O)Nc1sccc1-c1nc2ccccc2s1	-13.4	2.1	2.6	-7.4	-103.7	-3.3	2.8	-14.4	-7.6
N#CC1=C(N)NC(SCc2ccc(Br)cc2)=C(C#N)C12CCCCC2	6.9	3.1	1.1	-1.5	-38.3	-3.2	/	30.6*[20 µM]	20.9
COc1cc(/C=N/NC(=O)c2ccncc2)ccc1Oc1ccc([N+](=O)[O-])cn1	-25.5	3.5	5.8	-4.0	-7.6	-0.2	3.6	-8.4	15.9
CCN(C(=O)CSc1cc(-c2ccccc2)c2ccc(OC)cc2n1)C1CCS(=O)(=O)C1 (stereo unspecified)	-2.0	4.4	3.7	-7.9	-14.4	0.7	5.5	-16.3	19.0
Cc1ccc(OCCCCn2ccnc2)c([N+](=O)[O-])c1	0.4	1.4	1.4	-2.1	9.5	1.6	6.4	2.2	7.2
C#CCSc1nc(N)c2c(n1)OC(N)=C(C#N)C2c1cccnc1 (stereo unspecified)	-0.9	0.2	3.4	-5.0	-5.7	-3.1	6.2	7.1	30.1
Cn1cc(CN2CCC(N3CCNC(=O)CC3)CC2)c(-c2ccccc2F)n1	1.0	2.7	3.8	-7.9	-0.8	0.9	6.2	-24.9	4.5
Cc1cccn2c(=O)c(/C=C(\C#N)C(=O)NC3CCS(=O)(=O)C3)c(N3CCC(C(N)=O)CC3)nc12 (stereo unspecified)	-15.5	4.1	3.1	-9.3	-6.0	0.1	6.5	-13.4	3.2
COc1cc(C(=O)NCCSc2ccc(Br)cc2)cc(OC)c1OC	-2.3	7.2	-3.8	-9.0	-4.4	2.7	1.6	-9.2	-19.4
CCNC(=O)CC(=O)Nc1ccccc1C(=O)O	2.5	8.1	0.0	-11.6	-9.1	0.9	8.9	-18.5	10.6
CCCC(=O)c1cc2c(cc1NC(=O)c1ccccc1F)OCCO2	-9.1	4.5	-2.1	-3.1	-1.9	1.7	-0.2	-16.3	23.0
CC1=C(C(N)=O)C(c2ccncc2)n2nc(-c3ccccc3Cl)nc2N1 (stereo unspecified)	0.6	-2.3	1.4	-0.9	-11.9	-5.9	2.9	-15.0	10.1
SMILES	Tb hexokinase	BaF3 tox	p97 ATPase inh	RBBP9 inh	p47phox inh	Ba/F3 V617F tox	PGE2 EP2 inh	Furin inhibitor	PPC-1+TRAIL kill
COc1ccc2nc3oc(C(=O)N4CCN(c5ccccc5F)CC4)cc3cc2c1	28.6	4.1	5.5	-1.0	-3.3	0.6	9.1	-1.0	7.3
COc1ccc(/C=N/Nc2nc(Nc3ccccc3)nc(N3CCCCC3)n2)c(OC)c1	-2.2	3.4	3.7	-10.2	-0.9	-2.4	9.0	-6.6	46.0
c1ccc2c(c1)nnn1c3ccccc3nc21	41.0	4.5	-9.2	-5.8	-25.1	-0.8	5.9	0.3	6.7
Oc1cccc2ccc(Nc3ccccn3)nc12	-19.3	75.6*	3.8	4.2	-22.9	97.5*	13.4	-0.9	-3.9
S=C1NCCOCCOCCOCCN1	5.1	1.2	1.8	-0.8	-4.9	-2.7	10.2	-4.8[20 µM]	23.9
CCCCN(C)C(=O)c1cn(CC)c2nc(C)ccc2c1=O	-23.1	-1.1	0.5	-6.3	-2.4	-1.9	7.3	-16.0[20 µM]	11.1
CO/N=C(\CCC(=O)O)c1cccs1	-6.2	-3.0	1.4	-3.5	-5.0	-4.1	6.7	-20.8	-5.2
CC(=O)Nc1ncc2c(n1)CC(c1ccco1)CC2=O (stereo unspecified)	2.1	3.4	3.4	5.1	-6.3	-1.0	13.8	-19.3[20 µM]	-16.5
Cc1ccc(Oc2nc3ccccc3n3cccc23)cc1	-2.1	-1.9	3.0	-7.9	-2.9	-5.3	9.1	-14.1[20 µM]	-2.5
O=C(Nc1cccnc1)c1ccc(COc2ccccc2Br)o1	1.5	5.2	-1.9	-9.6	-18.3	-1.5	3.8	-11.9[20 µM]	3.6
O=C(COc1ccc(C2SCCS2)cc1)NNC(=O)C(Cl)Cl	-0.4	-3.1	26.4*	1.9	-0.7	-8.3	4.1	-21.3	13.0
S=c1[nH]nc(-c2cccc(Cl)c2)n1/N=C/c1ccc(-c2ccccc2Br)o1	-40.0	-4.9	5.5	-3.0	-16.5	-0.2	21.6	-3.7	31.1
CCc1nc(SCC(=O)Nc2nccs2)c2oc3ccccc3c2n1	-2.7	3.2	-11.4	-9.8	-3.4	4.3	/	-10.4	-4.7
O=S(=O)(c1ccc(NC(=S)NCc2ccco2)cc1)N1CCCCC1	6.0	-0.7	-0.3	-11.7	-24.2	-0.4	18.1	-10.1	15.7
CCOC(=O)c1nn(-c2ccc(C)cc2)c(C)c1C(C)=O	0.2	4.6	-3.5	-5.3	-5.9	4.2	14.1	-4.1[20 µM]	11.4
CS(=O)(=O)N1CCC(C(=O)NCc2ccc3c(c2)OCO3)CC1	1.8	5.2	4.0	2.0	5.7	-1.1	2.4	-24.3	9.8
CC(=O)Nc1ccc(S(=O)(=O)Nc2nc3ccccc3nc2-n2ccc(=NC(=O)c3ccc(F)cc3)cc2)cc1	2.1	5.2	-1.6	-7.3	-12.2	1.1	19.4	-25.9	-0.6
Cc1ccccc1N/N=C/c1ccc(N2CCOCC2)cc1	-24.4	-2.6	-0.9	-0.1	-6.2	-3.1	9.9	-12.8[20 µM]	27.2
O=C(O)Cc1ccc(C(=O)c2cccs2)s1	-31.1	2.2	-4.3	-8.3	-20.2	0.7	6.1	-4.2	-0.6
CCOc1ccc(C(=O)N(CN2CCCC2=O)c2ccccc2)cc1	1.1	6.0	3.2	-8.9	0.3	-3.9	8.7	-31.3	17.1
O=C1CCCN1c1ccc(Br)cc1	-1.9	4.1	2.2	6.5	-14.0	2.3	11.7	5.9[20 µM]	6.0
Cc1ccccc1CSc1nnc(-c2ccncc2)o1	-4.1	5.1	2.8	4.7	1.0	2.7	16.2	-30.3	7.8
COc1ccc(CNC(=O)c2ccc(N3CCOCC3)c([N+](=O)[O-])c2)cc1	4.2	3.0	1.3	-5.7	/	1.8	3.9	-25.2	-12.2
CC1(C)OC(=O)N(CC(=O)Nc2cccc(C(F)(F)F)c2)C1(C)O (stereo unspecified)	1.8	0.3	6.0	-3.1	-2.8	1.8	18.1	-8.7	17.7
O=C(NCC1(c2ccccc2)CCCC1)C1(c2ccccc2)CCCC1	10.1	-0.1	-1.5	-1.2	0.5	-4.5	2.8	-18.7[20 µM]	15.7

The closing five compounds of the section above lead into the next.
SMILES	Tb hexokinase	BaF3 tox	p97 ATPase inh	RBBP9 inh	p47phox inh	Ba/F3 V617F tox	PGE2 EP2 inh	Furin inhibitor	PPC-1+TRAIL kill
O=C1CCCN1c1ccc(Br)cc1	-1.9	4.1	2.2	6.5	-14.0	2.3	11.7	5.9[20 µM]	6.0
Cc1ccccc1CSc1nnc(-c2ccncc2)o1	-4.1	5.1	2.8	4.7	1.0	2.7	16.2	-30.3	7.8
COc1ccc(CNC(=O)c2ccc(N3CCOCC3)c([N+](=O)[O-])c2)cc1	4.2	3.0	1.3	-5.7	/	1.8	3.9	-25.2	-12.2
CC1(C)OC(=O)N(CC(=O)Nc2cccc(C(F)(F)F)c2)C1(C)O (stereo unspecified)	1.8	0.3	6.0	-3.1	-2.8	1.8	18.1	-8.7	17.7
O=C(NCC1(c2ccccc2)CCCC1)C1(c2ccccc2)CCCC1	10.1	-0.1	-1.5	-1.2	0.5	-4.5	2.8	-18.7[20 µM]	15.7
O=C(CC(NC(=O)c1ccccc1Cl)c1ccccc1)Nc1ccc2c(c1)OCO2 (stereo unspecified)	-2.6	2.6	-0.5	5.7	-17.2	-0.6	2.1	-17.1[20 µM]	17.2
Cc1ccc2cccc(Oc3ncnc4scc(-c5ccccc5)c34)c2n1	-7.0	5.2	-9.1	-7.6	-6.3	6.1	5.5	-7.5	1.4
Cc1ccc(C(=O)N/C(=C/c2ccc(-c3cccc([N+](=O)[O-])c3)o2)C(=O)NC(C)C)cc1	-27.5	2.1	2.4	-7.5	-6.2	-0.5	/	-5.3[20 µM]	5.1
Cc1cc(-c2nnc3n2N=C(c2ccc(-c4ccccc4)cc2)CS3)n[nH]1	2.7	5.1	5.5	-14.6	-25.1	0.9	11.8	-22.8	13.0
CSC1=NC(NCCCO)c2c(sc3c2CC(C)(C)OC3)N1 (stereo unspecified)	-2.9	2.0	1.3	-6.5	-16.4	-0.3	11.6	-28.8	10.2
CCOc1ccc(NS(=O)(=O)c2cc(C)c(C)cc2C)cc1	5.8	4.2	-1.1	-8.8	3.4	4.4	2.9	-7.9	15.7
Cc1ccc(CSCCNC(=O)CSc2ccccc2)cc1	1.0	3.5	-5.0	-7.2	1.2	0.7	5.3	-12.4	6.3
COCCOC(=O)C1=C(C)NC(=O)NC1c1ccco1 (stereo unspecified)	1.6	-0.2	7.9	4.1	2.7	-3.1	8.9	-18.2	13.8
CC(=O)Nc1ccc(NC(=O)C(C)OC(=O)/C=C/c2cn(-c3ccccc3)nc2-c2cccnc2)cc1 (stereo unspecified)	-17.0	4.8	-0.4	-7.8	17.0	2.5	5.1	-27.6	12.1

Assay outcomes: PubChem BioAssay, several laboratories

Some of the compounds tested, so the mix of outcomes need not match the whole.
